Assay outcomes: PubChem, National Center for Advancing Translational Sciences (NCATS)
POLH inh = blocks human DNA polymerase eta activity | recombinant Pol eta, fluorescent DNA replication assay | Potency, µM (top dose mostly 114 µM), without a hit: at the top dose activity change, negative = inhibition, usual class: inhibitors | 390,000 compounds, 1.2% hits | AID 588591; further: potency means the concentration at half of the fitted maximal effect; on the % scale 0 is the no-effect control and ±100 the full control effect
Target sequence (Q9Y253 whole entry, looked up): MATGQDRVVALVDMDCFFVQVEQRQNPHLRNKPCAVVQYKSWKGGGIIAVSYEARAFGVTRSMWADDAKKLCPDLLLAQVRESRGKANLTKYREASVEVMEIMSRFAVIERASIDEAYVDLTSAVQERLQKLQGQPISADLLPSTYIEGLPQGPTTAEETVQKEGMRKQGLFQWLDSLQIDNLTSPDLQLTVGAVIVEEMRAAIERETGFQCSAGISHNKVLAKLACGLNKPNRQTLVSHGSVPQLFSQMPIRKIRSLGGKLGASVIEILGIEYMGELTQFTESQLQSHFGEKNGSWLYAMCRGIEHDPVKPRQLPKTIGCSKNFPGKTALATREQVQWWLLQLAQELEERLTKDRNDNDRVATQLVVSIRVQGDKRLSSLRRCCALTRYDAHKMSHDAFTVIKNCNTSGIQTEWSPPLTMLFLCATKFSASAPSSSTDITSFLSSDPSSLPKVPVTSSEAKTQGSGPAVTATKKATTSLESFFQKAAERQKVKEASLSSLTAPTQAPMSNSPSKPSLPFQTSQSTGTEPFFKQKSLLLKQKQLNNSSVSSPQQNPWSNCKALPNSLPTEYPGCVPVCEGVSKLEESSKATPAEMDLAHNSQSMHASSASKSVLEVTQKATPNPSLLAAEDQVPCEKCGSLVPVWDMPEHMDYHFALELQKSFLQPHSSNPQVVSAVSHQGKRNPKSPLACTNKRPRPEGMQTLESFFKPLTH
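Pol eta (10 nM) was preincubated with compounds for 15 min at room temperature, after which fluorescent replication substrate (50 nM final) was added to start the reaction. Fluorescence was read kinetically at 0 and 10 min.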
Pol kappa inh = DNA polymerase kappa (human) inhibition; Potency, µM (titrated, usually from 107 µM), for inactives: at the highest dose activity, negative = inhibition, most hits filed as inhibitors; Q9UBT6; purified Pol kappa, fluorescent DNA synthesis assay, 10 min; 400,000 compounds, 0.53% hits; further: potency means the concentration at half of the fitted maximal effect; on the % scale 0 is the no-effect control and ±100 the full control effect
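50 nM final substrate added after 15 min RT preincubation of 10 nM Pol kappa with compound; fluorescence read at 0 and 10 min.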
RXFP1 antagonist = antagonists of human relaxin receptor RXFP1. 350,000 compounds, 0.59% hits. AID 1259400. Q9HBX9. activity change, negative = inhibition, % at 57.5 µM. HEK293-RXFP1, relaxin-stimulated cAMP HTRF, 30 min; active compounds read low;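 active means activity change of -60% or lower, but not beyond a set lower limit; inconclusive means change between -60% and -40%, or beyond the set limit; inactive means change above -40%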; further: on the % scale 0 is the no-effect control and ±100 the full control effect
Tb PGK inh = blocks T. brucei phosphoglycerate kinase | P07378 | Potency, µM (highest dose often 57.5 µM), for the others: top-dose activity change, negative = inhibition, most hits filed as inhibitors | PGK/GAPDH coupled, Kinase-Glo luminescence, 60 min | 380,000 compounds, 0.043% hits; further: potency means the concentration at half of the fitted maximal effect; on the % scale 0 is the no-effect control and ±100 the full control effect; nearly all actives have a fitted effect of over 60% in size
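Recombinant glycosomal PGK reaction used 1,3-bisphosphoglycerate generated in-well by GAPDH (100nM final) in 100mM TEA pH 7.6, 5mM MgCl2, 0.01% Tween-20. After 60 minutes at room temperature, ATP was read by Kinase-Glo Plus luminescence end-point.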
POLI inh = blocks human DNA polymerase iota activity. Pol iota fluorescent replication assay, 10 min. AID 588590. 390,000 compounds, 1% hits. Q9UNA4. Potency, µM (doses to about 115 µM), without a hit: top-dose activity, negative = inhibition, most hits filed as inhibitors; further: potency means the concentration at half of the fitted maximal effect
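Pol iota at 10 nM preincubated 15 min with compounds at room temperature; reaction started with fluorescent substrate, 50 nM final. Fluorescence read kinetically at 0 and 10 min; buffer-only wells as negative control.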
POLB inh = DNA polymerase beta (human) inhibition. Pol beta primer extension/strand displacement, fluorescence kinetic. AID 485314. Potency, µM (titrated, usually from 114 µM), inactives show top-dose activity change, negative = inhibition, usual class: inhibitors. P06746. 340,000 compounds, 1.3% hits; further: potency means the concentration at half of the fitted maximal effect; on the % scale 0 is the no-effect control and ±100 the full control effect
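Pol beta (10 nM) was preincubated with compound for 15 min at room temperature. The reaction was then started with 50 nM substrate and read immediately and after a further 10 min at room temperature.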
APEX1 inh = inhibitors of human APE1 endonuclease; P27695; recombinant APE1, TAMRA/BHQ-2 abasic DNA cleavage fluorescence; Potency, µM (highest dose often 65.8 µM), without a hit: at the highest dose activity change, negative = inhibition, most hits filed as inhibitors; 350,000 compounds, 0.35% hits; AID 2517;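 further: potency means the concentration at half of the fitted maximal effect; plate controls were vehicle for no effect and reference inhibitor for full effect; nearly all actives have a fitted effect of over 55% in size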
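Endonuclease cleavage of a quenched abasic-site DNA duplex (50 nM) by APE1 (0.75 nM) was tracked by TAMRA dequenching. Compounds were preincubated with enzyme 15 min at room temperature; data normalized to buffer-only and DMSO wells plus NSC13755 control.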
Apoferritin bind = binds horse apoferritin like a general anesthetic | Potency, µM (doses to about 77.5 µM), inactives show at the top dose activity change, negative = displacement, hits mostly inhibitors | 350,000 compounds, 0.074% hits | P02791 | AID 485281 | apoferritin/1-aminoanthracene competitive binding, fluorescence; further: potency means the concentration at half of the fitted maximal effect; on the % scale 0 is the no-effect control and ±100 the full control effect; nearly all actives have a fitted effect of over 20% in size
Target sequence (P02791 2-175 limits assumed): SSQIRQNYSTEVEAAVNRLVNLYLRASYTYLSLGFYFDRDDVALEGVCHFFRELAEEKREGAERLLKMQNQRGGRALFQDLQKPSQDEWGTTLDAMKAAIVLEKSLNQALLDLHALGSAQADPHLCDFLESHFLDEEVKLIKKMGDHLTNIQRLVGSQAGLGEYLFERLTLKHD
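Probe: 1-aminoanthracene (50% saturated, PBS). Protein: horse-spleen apoferritin, 10 uM. Incubation: 10 min, room temperature. Detection: 380 nm excitation, 535 nm emission. Analysis: normalized response, four-parameter Hill.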
BLM helicase inh = blocks DNA unwinding by human BLM helicase. AID 2528. 350,000 compounds, 0.2% hits. Potency, µM (series often up to 56.1 µM), for the others: at the highest dose activity change, negative = inhibition, actives largely listed as inhibitors. recombinant BLM DNA unwinding, fluorescence dequenching;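 further: potency means the concentration at half of the fitted maximal effect; plate controls were vehicle for no effect and no enzyme for full effect; nearly all actives have a fitted effect of over 35% in size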
* = called active by the depositor; i = inactive; ? = inconclusive; · = no result given; & = joins results of further samples; [ ] = dose if it differs, or a comment. Unless noted, the call rests on the fitted dose curve; in most records, active means well fitted curve in the direction sought with a large enough effect; inconclusive means small, poorly fitted or top-dose-only effect, or another doubt; inactive means no such curve, though single readings can be large; an effect the other way counts as inactive or inconclusive. Not all compounds are listed, so the mix of outcomes need not match the whole.

SMILES | POLH inh | Pol kappa inh | RXFP1 antagonist | Tb PGK inh | POLI inh | POLB inh | APEX1 inh | Apoferritin bind | BLM helicase inh
Cc1ccc(C(=O)N/C(=C\c2ccco2)C(=O)NCCCn2ccnc2)cc1 | -8% | -9% | 7 | i | 83%[activator] | 25% | 1% | -7% | 5%
COc1ccc(S(=O)(=O)N(C)C[C@H]2Oc3ccc(NS(=O)(=O)c4cccs4)cc3CC(=O)N([C@H](C)CO)C[C@H]2C)cc1 | ? | -2% | · | -1% | 0% | · | -6% | · | ·
CCOC(=O)c1sc(C)c2c(=O)n(CCCN3CCOCC3)cnc12 | -15% | -6% | 4 | -3% | 4% | 1% | 14% | 1% | -9%
CN(CCOc1ccc(Cl)cc1)C(=O)C1CCN(C(=O)c2ccc(Cl)cc2)CC1 | -4% | -6% | -10 | -1% | 33%[activator] | 49% | -2% | -11% | -2%
NC(=O)CSc1nnc(SCc2ccc(F)cc2)s1 | 3% | -15% | -5 | i | 55%[activator] | 40% | 2% | ? | -5%
O=S(=O)(NCC1CCCO1)c1ccc(S(=O)(=O)N(Cc2ccccc2F)C2CCCCC2)cc1 (stereo not drawn) | -10% | -9% | -11 | -6% | ? | · | · | · | ·
CCN(CC(=O)NCc1ccc(Cl)cc1)C(=O)CN1C(=O)NC(C)(c2ccccc2)C1=O (stereo not drawn) | -29% | 0% | 1 | i | 29% | -17% | 17% | -9% | -2%
CCc1ccc(C2CC(=O)Nc3cc4c(cc32)OCO4)cc1 (stereo not drawn) | -12% | -21% | · | 3% | 4% | -13% | · | 1% | 3%
COc1ccc(C)cc1N(C)C(=O)c1sc2nc3n(c(=O)c2c1C)CCCCC3 | -6% | -29% | -12 | 12% | 7% | ? | · | 390%[activator] | -6%
CCN(CC)S(=O)(=O)c1ccc2c(c1)nc(CCC(=O)O)n2C | -12% | -14% | 8 | -4% | 35%[activator] | 9% | -5% | -4% | -3%
CC(C)CNc1cc(NC2CCCCC2)c2c3c(onc13)-c1ccccc1C2=O | -1% | -2% | -21 | -8% | 64%[activator] | 32% | · | ? | -7%
Cc1cc(NC(=O)COC(=O)c2oc3c(ccc4ccccc43)c2C)no1 | ? | -7% | -9 | -16% | -1% | 2% | 6% | -4% | -10%
COc1ccccc1N1CCN(C(=O)c2sc3nc4n(c(=O)c3c2C)CCC4)CC1 | 5%&1% | -1%&6% | 4&-23 | 0%&-8% | -11%&22% | 56%&-3% | -11% | -7%&-2% | -1%&-3%
CC(=O)N1CCN(CC(=O)Nc2ccc3c(c2)CCC3)CC1 | -22% | -13% | -1 | 0% | 27% | 19% | -3% | -2% | -2%
CCCNC(=O)c1onc(CSc2ccc(Cl)cc2)c1C(=O)NC(C)C | -12% | -12% | · | 7% | 8% | · | 11% | · | ·
COc1ccc(S(=O)(=O)NCC(c2cccs2)N2CCc3ccccc3C2)cc1 (stereo not drawn) | -22% | -24% | -30 | -1% | 11% | · | 6% | · | ·
CCn1c(CSc2nc(C)cc(C)n2)nnc1SCC(=O)N1CCCc2ccccc21 | 2% | -22% | -12 | -5% | -1% | -10% | 0% | -12% | 4%
COc1ccc(NC(=O)CCNC(=O)Cn2ccc3ccccc3c2=O)c(OC)c1 | -3% | -7% | 3 | i | -8% | -5% | -1% | -11% | 0%
CC(C)(C)c1ccc(-c2noc(CCC(=O)Nc3cccnc3)n2)cc1 | -29% | -4% | -3 | -9% | 18% | 20% | -7% | ? | -11%
Cn1c(=O)c2c(nc(-c3ccccc3)n2C)n(Cc2ccccc2)c1=O | -7% | 6% | · | 5% | 12% | -2% | -2% | -4% | -15%
Cc1nnc(SCC(=O)Nc2cc(C(C)(C)C)nn2-c2ccccc2)s1 | 0% | -5% | · | i | 22% | 47% | -5% | -7% | 1%
Cc1cc2ccccc2n1CCC(=O)O | -21% | -2% | -10 | 3% | 90%[activator] | 4% | -3% | 1% | 0%
Nc1nnnn1CC(=O)N/N=C/C=C/c1ccccc1 | -19% | -5% | -15 | -3% | 57%[activator] | 4% | 0% | 4% | -1%
CCn1c(SCC(=O)c2ccc(OC)cc2)nnc1C1CC1 | -1% | -10% | -6 | -6% | 20% | 25% | -4% | ? | 0%
COc1ccc([C@@H]2[C@@H]3C(=O)N(C(C)(C)C)C(=O)[C@@H]3[C@]3(C)C(=O)N(c4cccc(Br)c4)C(=O)N23)cc1 | -10% | -8% | · | -6% | 1% | 14% | -21% | -7% | -12%
O=C(N/N=C/C=C\c1ccccc1[N+](=O)[O-])c1cccnc1 | -11% | -7% | -1 | i | -2%[58.9 µM] | -1% | -10% | -10% | -2%
COc1ccc2nc(Cl)c(C3CC(c4ccco4)=NN3C(=O)CCC(=O)O)cc2c1 (stereo not drawn) | ? | -1% | -8 | -13% | -7% | 24% | ? | 5% | -8%
COc1ccc(NC(=O)c2oc3ccccc3c2NC(=O)c2ccc3c(c2)OCO3)cc1 | -7% | -1% | -7 | 4% | -4% | -16% | -6% | 0% | -6%
CCN(Cc1ccccc1)C(=O)c1cc(-c2ccc(OC)c(OC)c2)nc2ccccc12 | ? | -4% | -14 | i | 0% | -8% | 35% | -9% | -4%
N/C(=N\OC(=O)N1CCOCC1)c1ccc(Br)cc1 | -7% | 10% | -5 | i | 13% | -5% | -1% | 1% | 4%
CCN(CC)C(=O)[C@H]1C[C@H](CC(=O)NC/C=C(\C)CCC=C(C)C)C(=O)N2CCc3c([nH]c4ccc(Cl)cc34)[C@]12C | -20% | -13% | · | 2% | 16% | · | -19% | · | ·
COc1ccc(NC(=O)CN(C)CC(=O)NC2CCC(C)CC2)cc1 (stereo not drawn) | -19% | -1% | -12 | i | -20% | · | 9% | · | ·
COc1ccc(N2CC(C(=O)Nc3nnc(SCC(=O)NCc4ccco4)s3)CC2=O)cc1 (stereo not drawn) | 22µM* | -42% | -7 | i | ? | ? | 16% | -6% | -13%
O=C(CNC(=O)C(c1ccccc1)c1ccccc1)N/N=C\c1ccc(C(=O)O)cc1 | 4% | -3% | 11 | -9% | -10% | 14% | -10% | 5% | 1%
COc1ccc(OCC(=O)N(Cc2ccco2)C2CCS(=O)(=O)C2)cc1 (stereo not drawn) | 0% | -16% | -29 | -3% | -5% | 5% | -2% | 6% | 0%
CC(NC(=O)COC(=O)C1=COCCO1)C12CC3CC(CC(C3)C1)C2 (stereo not drawn) | -8% | 1% | -11 | i | 41%[activator] | 28% | 20% | ? | -2%
COc1ccccc1OCCCOc1cccc(/C=C2\SC(=O)NC2=O)c1 | ? | -23% | -24 | -3% | 4% | -22% | 45%[activator] | ? | -15%
Cc1cc(C)cc(-n2ccnc2SCC(=O)Nc2cccc3ccccc23)c1 | 0% | -6%[60.1 µM] | · | -3% | -14% | -8% | · | 53%[activator] | -8%
O=C(/C=C/Nc1nccs1)C(F)(F)Cl | -11% | 1% | -6 | -3% | 5% | -19% | 1% | -15% | -3%
COc1ccc(CCn2c(=N)c(C(=O)NCc3ccco3)cc3c(=O)n4ccccc4nc32)cc1OC | 45µM* | ? | 4 | i | 16µM* | · | · | · | ·
CCOc1ccccc1NC(=O)Nc1cc(C(=O)NCc2ccc(C)cc2)ccc1N1CCCC1 | -16% | 3%[60.1 µM] | 5 | i | 25% | -1% | · | 16% | -2%
COC(=O)c1ccccc1NC(=O)COCc1cc(-c2cccs2)on1 | -12% | -5% | -22 | i | 7% | 1% | · | -11% | -1%
Cc1nn(CCCC(=O)NCCCN2CCN(C)CC2)c(=O)c2c1sc1ccccc12 | -4% | 12% | 2 | -2% | 16% | 23% | 55% | -1% | 5%
COc1cccc(C(=O)NNC(=O)C(=O)N2CCCCC2)c1 | -21% | -4% | -31 | 5% | 6% | -19% | 3% | 0% | 1%
COc1ccc(N2CCN(Cc3nc4c(c(=O)n(C)c(=O)n4C)n3Cc3cccc(C)c3)CC2)cc1 | -6% | -12% | 3 | 7% | 8% | -4% | 13% | -2% | -15%
CCOc1cc(NC(=S)NCc2ccco2)c(OCC)cc1NC(=O)C1CC1 | -15% | 1% | 0 | i | 5% | 9% | 1% | 0% | 5%
CC1CCCC(NC(=O)c2ccc(COc3ccccc3)o2)C1C (stereo not drawn) | -21% | -8% | -14 | -5% | 42%[activator] | -1% | -17% | ? | -5%
O=C(NCCc1ccccc1)c1ccc2c(c1)N(Cc1ccccc1)C(=O)c1ccccc1S2=O (stereo not drawn) | -17% | -7% | 6 | 3% | -13% | 17% | · | -8% | -6%
COc1ccc(OCC(O)CNC(=O)c2cccs2)cc1 (stereo not drawn) | -12% | -2% | 1 | -8% | 168%[activator] | 15% | 4% | -6% | 0%
Cc1ccccc1NC(=O)CCN1CCc2ccccc2C1 | -19% | -3% | -10 | -9% | 166%[activator] | -1% | -5% | -8% | 2%
COc1ccc(S(=O)(=O)Nc2ccc3c(c2)C(=O)N([C@H](C)CO)C[C@H](C)[C@@H](CN(C)C(=O)Nc2ccc(C(F)(F)F)cc2)O3)cc1 | -28% | 5% | · | -7% | 7% | · | -23% | · | ·
Cc1nn2c(-c3ccccn3)ccnc2c1Br | -1% | -6%[60.1 µM] | -5 | -1% | 28% | 8% | -2% | -12% | -3%

Among those listed so far, these have a tert-butyl group.
SMILES | POLH inh | Pol kappa inh | RXFP1 antagonist | Tb PGK inh | POLI inh | POLB inh | APEX1 inh | Apoferritin bind | BLM helicase inh
CC(C)(C)c1ccc(-c2noc(CCC(=O)Nc3cccnc3)n2)cc1 | -29% | -4% | -3 | -9% | 18% | 20% | -7% | ? | -11%
Cc1nnc(SCC(=O)Nc2cc(C(C)(C)C)nn2-c2ccccc2)s1 | 0% | -5% | · | i | 22% | 47% | -5% | -7% | 1%
COc1ccc([C@@H]2[C@@H]3C(=O)N(C(C)(C)C)C(=O)[C@@H]3[C@]3(C)C(=O)N(c4cccc(Br)c4)C(=O)N23)cc1 | -10% | -8% | · | -6% | 1% | 14% | -21% | -7% | -12%
